# Bioassay records (PubChem)
# All columns: NCI-60 one-dose screen, growth in % after 48 h at 10 µM unless noted; 100 = growth as untreated, 0 = no growth, -100 = all killed.
# RPMI-8226: RPMI-8226 leukemia cells | 7.5% of 77,000 active
# A549/ATCC: A549/ATCC NSCLC; 3.7% of 81,000 active; AID 1794740
# EKVX: EKVX NSCLC. 3% of 71,000 active. AID 1794765
# M14: M14 melanoma | 6.2% of 80,000 active | AID 1794745
# HOP-62: HOP-62 NSCLC. 3.9% of 80,000 active. AID 1794735
# UACC-62: UACC-62 melanoma; 5.4% of 81,000 active
# The depositor's hits bear a star; · = no result given; & = joins results of further samples; ! = repeats disagree; [ ] = another dose, or the depositor's remark. How the source made its calls: active means growth percent below 10; inactive means the rest. Some of the compounds tested; count on the stated rates, not on these rows.
SMILES,RPMI-8226,A549/ATCC,EKVX,M14,HOP-62,UACC-62
Nc1cc2c3c(cccc3c1)C(=O)N(c1ccc(OCCN3CCCC3)cc1)C2=O,·,·,·,·,·,-91*[100 µM]
CN(C)c1ccc(/C=N/n2c(-c3ccccc3)nc3ccccc3c2=O)cc1,·,·,·,·,·,14&47[100 µM]
C=C1CC(OC(C)=O)/C=C(/C)CCC(C(C)(C)O)CC1O (centres undefined),·,·,·,·,·,92&83[100 µM]
N#Cc1nc(-c2ccccc2C(=O)O)oc1N,·,·,·,·,·,103&89[100 µM]
Cc1cc(N(CCC#N)CCC#N)ccc1/C=N/NC(=O)c1cc(Cl)ccc1O,·,·,·,·,·,8.9*![100 µM]
Nc1ncnc2c1ncn2-c1ccc([N+](=O)[O-])cn1,·,·,·,·,·,89&76[100 µM]
COc1ccccc1-c1n[nH]c(-c2ccccc2O)n1,·,·,·,·,·,50&62[100 µM]
C=C1C(=O)C2=CC1CCC(=O)C1(C)CCC(OC(C)=O)C(C)(C)C1CC2O (centres undefined),·,·,·,·,·,-100*[100 µM]
COC(=O)C1CC23CCCN4CCC5(c6ccccc6N(C=O)C15CC2)C43 (centres undefined),·,·,·,·,·,92&89[100 µM]
CCCc1n[nH]c(=O)n1N1C(=O)C=CC1=O,·,·,·,·,·,99&96[100 µM]
Cc1ccc(NC(=S)C#N)c(C)c1,·,·,·,·,·,1.5*![100 µM]
CCC(c1ccc(OC)cc1)C1NC(=S)NC1=O (centres undefined),·,·,·,·,·,66&41[50 µM]
COC(=O)C(=O)C(C(=O)C(N)=O)c1nc2ccc(C(=O)c3ccccc3)cc2[nH]c1=O (centres undefined),·,·,·,·,·,12&52[100 µM]
CC1(O)CC23CC1CCC2(C)C12CCCC(C)(C(=O)O1)C2CC3O (centres undefined),·,·,·,·,·,90&94[100 µM]
COC(=O)C1CCC(=O)N1CN(C(C)=O)c1ccccc1Cl (centres undefined),·,·,·,·,·,103&75[100 µM]
CC(=O)C1=C(C)N2C(=NC3=C(CCc4ccccc43)C2c2ccc(Cl)cc2)S1 (centres undefined),·,·,·,·,·,14&49[100 µM]
CCOc1ccc(NC(=O)C(=O)C2C(=O)Nc3ccccc3S2=O)cc1 (centres undefined),·,·,·,·,·,68&90[100 µM]
C/C=C/COc1cc(NC(=S)c2ccoc2C)ccc1OC,·,·,·,·,·,35&44[100 µM]
NC(=S)Nc1[nH]c(=S)nc2c1SC1=N/C(=C\c3ccco3)C(=O)N12,·,·,·,·,·,19&25[100 µM]
CCCCCCCCCC(O)CC(=O)c1c(O)cccc1O (centres undefined),·,·,·,·,·,-100*[100 µM]
CCOc1cc2c(cc1O)/C(=N\N)C[C@@H]1[C@@H]2CC[C@]2(C)[C@@H](O)CC[C@@H]12,·,·,·,·,·,-97*![100 µM]
CCO/C=N/C1=C(C#N)SC2=N/C(=C\c3ccccc3)C(=O)N21,·,·,·,·,·,54&40[100 µM]
COc1ccc(C)cc1NC(=S)C#N,·,·,·,·,·,31&74[100 µM]
NC1=NN(c2ccccc2)C2(O)c3ccncc3C3=NN(c4ccccc4)C(=O)C132 (centres undefined),·,·,·,·,·,86&98[100 µM]
CC1CC2(OC2C)C(=O)OC2CCN(C)C/C=C(/COC(=O)C1(C)O)C2=O (centres undefined),·,·,·,·,·,94&90[100 µM]

# One compound at a time, as listed above:
# `CCOc1ccc(NC(=O)C(=O)C2C(=O)Nc3ccccc3S2=O)cc1` (centres undefined) is listed with RPMI-8226 = ·; A549/ATCC = ·; EKVX = ·; M14 = ·; HOP-62 = ·; UACC-62 = 68&90[100 µM]
# `Cc1ccc(NC(=S)C#N)c(C)c1` is listed with RPMI-8226 = ·; A549/ATCC = ·; EKVX = ·; M14 = ·; HOP-62 = ·; UACC-62 = 1.5*![100 µM]
# `CCC(c1ccc(OC)cc1)C1NC(=S)NC1=O` (centres undefined) is listed with RPMI-8226 = ·; A549/ATCC = ·; EKVX = ·; M14 = ·; HOP-62 = ·; UACC-62 = 66&41[50 µM]

# Reformatted as labelled records: two of the compounds above.
> COC(=O)C(=O)C(C(=O)C(N)=O)c1nc2ccc(C(=O)c3ccccc3)cc2[nH]c1=O (centres undefined)
  RPMI-8226: · | A549/ATCC: · | EKVX: · | M14: · | HOP-62: · | UACC-62: 12&52[100 µM]
> NC1=NN(c2ccccc2)C2(O)c3ccncc3C3=NN(c4ccccc4)C(=O)C132 (centres undefined)
  RPMI-8226: · | A549/ATCC: · | EKVX: · | M14: · | HOP-62: · | UACC-62: 86&98[100 µM]

# Among those listed so far, 4 have an NH in an aromatic ring.
SMILES,RPMI-8226,A549/ATCC,EKVX,M14,HOP-62,UACC-62
COc1ccccc1-c1n[nH]c(-c2ccccc2O)n1,·,·,·,·,·,50&62[100 µM]
CCCc1n[nH]c(=O)n1N1C(=O)C=CC1=O,·,·,·,·,·,99&96[100 µM]
COC(=O)C(=O)C(C(=O)C(N)=O)c1nc2ccc(C(=O)c3ccccc3)cc2[nH]c1=O (centres undefined),·,·,·,·,·,12&52[100 µM]
NC(=S)Nc1[nH]c(=S)nc2c1SC1=N/C(=C\c3ccco3)C(=O)N12,·,·,·,·,·,19&25[100 µM]

# Following part.
SMILES,RPMI-8226,A549/ATCC,EKVX,M14,HOP-62,UACC-62
CCOC(=O)/C(C#N)=C(/NNc1ccccc1)c1ccncc1C(=O)O,·,·,·,·,·,11&61[100 µM]
c1ccc2c(c1)nnn2C1CCCCO1 (centres undefined),·,·,·,·,·,92&71[100 µM]
C=CC(COC(=O)C(C)(C)OC(C)=O)c1ccc(OC(=O)C(C)C)c(OC)c1 (centres undefined),·,·,·,·,·,-94*[100 µM]
N#CC12COC3(CCCCC3C1(C#N)C#N)OC2=N (centres undefined),·,·,·,·,·,-39*[100 µM]
C=CCNC1=C2C[C@@H](C)C[C@@H](OC)[C@@H](OC(=O)CCCN)[C@H](C)/C=C(\C)[C@@H](OC(N)=O)[C@H](OC)/C=C\C=C(/C)C(=O)NC(=CC1=O)C2=O,·,·,·,·,·,-64*[100 µM]
C=CCn1c2c(c3ccccc3c1=O)C(=O)c1ccccc1-2,·,·,·,·,·,11&67[100 µM]
COC(=O)/C=C\C(C#N)(C#N)N=Cc1ccsc1,·,·,·,·,·,-75*[100 µM]
N#Cc1nc(/C=C/c2cccnc2)oc1N,·,·,·,·,·,77&81[100 µM]
CCOC(=O)CCC(NC(=O)c1ccc(OCc2nc3cc(C(F)(F)F)ccc3nc2-c2ccccc2)cc1)C(=O)OCC (centres undefined),·,·,·,·,·,4.1*![100 µM]
O=C1C2=Cc3ccccc3OC2(O)Oc2ccccc21 (centres undefined),·,·,·,·,·,87&71[100 µM]
Cc1c(-c2nc(N)c(C#N)c(N)c2C#N)c(=O)oc2ccccc12,·,·,·,·,·,12&72[100 µM]
Cc1ccc(NC(=O)/C(=N\NC(N)=O)c2c(O)c3ccccc3[nH]c2=O)cc1,·,·,·,·,·,83&87[100 µM]
Cc1ccc2c(/C=C/c3ccc(N(C)C)cc3)ccc(C(C)C)cc1-2,·,·,·,·,·,58&68[100 µM]
COC(=O)[C@H](Cc1c[nH]c2ccccc12)NP(=O)(O)OCC1C=CC(n2cc(C)c(=O)[nH]c2=O)O1 (some centres undefined),·,·,·,·,·,102&101[100 µM]
CC#CC#C/C=C1/C=CC2(CCCCO2)O1 (centres undefined),·,·,·,·,·,4.6*![100 µM]
COC(=O)C(C(=O)C(=O)Nc1c(C)cccc1C(C)(C)C)c1nc2ccc(Cl)cc2[nH]c1=O (centres undefined),·,·,·,·,·,84&68[100 µM]
COc1ccc2c3c(c(=O)n(C)c2c1OC)C=CC(C)(C)O3,·,·,·,·,·,6.2*[100 µM]
C=C1C(=O)OC2CC1C(OC(=O)/C=C/c1ccccc1)C/C(C)=C/CC/C(C)=C/CCC2(C)O (centres undefined),·,·,·,·,·,-90*[100 µM]
N#CC1(C#N)NC(c2cccnc2)C(C#N)(C#N)NC1c1cccnc1 (centres undefined),·,·,·,·,·,106&85[100 µM]
C/C=C1\C(=O)OC2CCN3CCC(COC(=O)C(C)(O)C(C)C1O)C23 (centres undefined),·,·,·,·,·,98&99[100 µM]
Cc1ccc(C(=O)Nc2ccc(CP(=O)(O)O)cc2CP(=O)(O)O)cc1NC(=O)Nc1cc(C(=O)Nc2ccc(CP(=O)(O)O)cc2CP(=O)(O)O)ccc1C,·,·,·,·,·,87&85[100 µM]
CC(C)/C(Cl)=N\OC(=O)NNc1ccccc1,·,·,·,·,·,104&102[100 µM]
CN(C)c1ccc(C(Cc2ccccc2)C2NC(=S)NC2=O)cc1 (centres undefined),·,·,·,·,·,34&43[100 µM]
CC(=O)c1cc2c(s1)C(=O)c1sccc1C2=O,·,·,·,·,·,-100*[100 µM]
N#Cc1ccccc1NC(=O)/C(=N\NC(=O)c1ccncc1)C(c1cnc2ccc([N+](=O)[O-])cc2n1)[N+](=O)[O-] (centres undefined),·,·,·,·,·,17&51[100 µM]
Cc1ncnc2c1CCC2,·,·,·,103,98,100
NC(=Nc1ccccc1)SCc1ccc([N+](=O)[O-])cc1,·,·,·,97,101,90
C=C(C(N)=O)c1cc(Cl)ccc1Cl,·,·,·,99,105,97
CCN(CC)c1cccc(OC(=O)Nc2cccc(C(F)(F)F)c2)c1,·,98,·,108,·,87
O=C1NC(=S)NC(=O)C1=Cc1ccccc1C(=O)O,107,·,79,109,·,·

# Two entries drawn at random from the list so far:
SMILES,RPMI-8226,A549/ATCC,EKVX,M14,HOP-62,UACC-62
CC#CC#C/C=C1/C=CC2(CCCCO2)O1 (centres undefined),·,·,·,·,·,4.6*![100 µM]
COC(=O)/C=C\C(C#N)(C#N)N=Cc1ccsc1,·,·,·,·,·,-75*[100 µM]
